Screening data: PubChem, The Scripps Research Institute Molecular Screening Center
TEAD-YAP block: TEAD-YAP interaction inhibition; hit rate 1.4% among 640,000; AID 1259422; inhibition, % at 9.12 µM; HEK-TIYL cells, TEAD-Gal4/YAP UAS-luciferase luminescence; in the data active = inhibition above about 32%;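 also: 0% = median of test compound wells and 100% = reference inhibitor wells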
GPR151 ag: activates the human receptor GPR151; Q8TDV0; PathHunter beta-arrestin GPR151 cells, luminescence; activation, % at 11.2 µM; hit rate 1% among 650,000; AID 1508602; in the data active = activation above about 4.9%;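 also: 0% = median of compound wells and 100% = cells with positive control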
Target sequence (Q8TDV0 whole entry, looked up): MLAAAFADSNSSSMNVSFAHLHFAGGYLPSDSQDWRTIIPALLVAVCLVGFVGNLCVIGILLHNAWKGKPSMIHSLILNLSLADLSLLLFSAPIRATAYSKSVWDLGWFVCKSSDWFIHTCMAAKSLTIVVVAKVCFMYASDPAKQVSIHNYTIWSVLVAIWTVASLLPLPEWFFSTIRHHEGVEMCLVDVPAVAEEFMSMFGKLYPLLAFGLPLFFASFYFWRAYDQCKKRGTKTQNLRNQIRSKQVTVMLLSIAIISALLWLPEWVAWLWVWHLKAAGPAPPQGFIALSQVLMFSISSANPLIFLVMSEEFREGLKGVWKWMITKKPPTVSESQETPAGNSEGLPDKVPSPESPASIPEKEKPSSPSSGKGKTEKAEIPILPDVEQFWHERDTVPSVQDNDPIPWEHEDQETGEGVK
MITF inh: blocks human microphthalmia-associated transcription factor. hit rate 0.91% among 650,000. inhibition, % at 2.6 µM. AlphaScreen MITF homodimerization, bead proximity signal; in the data active = inhibition above about 50%;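 also: 0% = vehicle wells with protein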
Target sequence (O75030 whole entry, looked up): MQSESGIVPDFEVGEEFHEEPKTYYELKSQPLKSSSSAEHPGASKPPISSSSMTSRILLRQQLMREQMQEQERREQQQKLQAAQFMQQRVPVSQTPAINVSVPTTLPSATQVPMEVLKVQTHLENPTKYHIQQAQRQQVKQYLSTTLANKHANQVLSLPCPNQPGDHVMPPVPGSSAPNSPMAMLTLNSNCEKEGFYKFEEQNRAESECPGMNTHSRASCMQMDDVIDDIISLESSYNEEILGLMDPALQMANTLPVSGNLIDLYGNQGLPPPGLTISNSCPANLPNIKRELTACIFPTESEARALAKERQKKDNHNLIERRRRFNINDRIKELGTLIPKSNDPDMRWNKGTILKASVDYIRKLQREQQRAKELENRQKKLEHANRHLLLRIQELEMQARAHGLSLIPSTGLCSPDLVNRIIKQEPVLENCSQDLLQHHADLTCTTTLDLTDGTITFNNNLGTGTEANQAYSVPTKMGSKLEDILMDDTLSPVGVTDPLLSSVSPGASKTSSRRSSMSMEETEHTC
FBW7 act: activators of human E3 ligase FBW7 | hit rate 0.13% among 650,000 | AlphaScreen FBW7–phospho-cyclin E peptide binding, activator screen | AID 1259310 | normalized activity (activation), % at 26.1 µM; in the data active = normalized activity above about 1.9%;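 also: purified mutant Fbw7 with reduced substrate affinity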
* = called active by the depositor; & = joins results of further samples. The list is partial. The share of hits here may be higher or lower than overall.

Second line of a record – TEAD-YAP block, GPR151 ag, MITF inh, FBW7 act
CNc1oc(-c2ccc(C)cc2)nc1P(=O)(OC)OC
    -2.1, -1.5, -3.2, -0.1
CC(C)N1CCN(Cc2ccccc2F)C(CCO)C1 (stereo not given)
    -7.9, -0.9, 10.6, 0.2
CN(C)c1nc(-c2ccccc2)[n+](C)s1
    1.0&4.1, 0.8&1.8, -2.2&-8.4, 0.0&-0.1
N#CC1=C(N)Oc2c(c(=O)oc3ccccc23)C1c1cccc(OCc2ccccc2)c1 (stereo not given)
    8.4, 0.5, 1.3, -0.1
O=C(Cc1ccccc1)N1CCN(Cc2ccc([N+](=O)[O-])cc2)CC1
    7.8, -0.2, 49.5, -0.1
CCOC(=O)C1=C(N)Oc2cc(O)ccc2C12C(=O)N1c3c(cccc32)C(C)CC1(C)C (stereo not given)
    8.0, 0.0, 6.4, 0.0
COc1ccc(N2CCN(Cc3ccc(OC)c(C)c3)CC2)cc1
    -0.7, -1.4, 30.3, -0.1
COCC(C)N1Cc2ccccc2C1=N (stereo not given)
    4.9, -0.9, -5.7, -0.1
Cc1ccc(-c2cc(C(=O)N3CCC4(CC3)OCCO4)no2)cc1
    -10.3, -0.2, 2.2, 0.0
CCN(CC)Cc1cc2ccccc2o1
    2.5, -0.1, -0.3, 0.2
CCCC12CN3CC(C)(CN(C1)C3(C)CC)C2=O (stereo not given)
    1.7, 0.8, -1.6, -0.1
Fc1ccc(C(OCCN2CCN(CCCc3ccccc3)CC2)c2ccc(F)cc2)cc1
    4.9, 2.3&1.3&-1.1, -1.5&-3.0&11.6, -0.2&0.3&-0.1
CC1(C)CC(=O)c2cc(OCC(=O)N3CCN(Cc4ccccc4)CC3)ccc2O1
    7.3, 1.3, -2.5, -0.1
COCCOC(=O)C1=C(N)Oc2c(c(=O)oc3ccccc23)C12C(=O)Nc1ccccc12 (stereo not given)
    -5.8, 0.7, -3.3, -0.1
C[C@]12CCC3C(CC[C@H]4CC(=O)CC[C@]34C)C1CCC2=O (stereo not given in full)
    -22.1, 2.0, 15.8, 0.1
CCN(CC)S(=O)(=O)c1ccc(N=Cc2c(O)n(-c3ccccc3)c(=O)[nH]c2=O)cc1
    -3.0, -0.2, -22.7, 0.1
Cc1cc(C)c(N2C(=O)CC(=O)NC2=O)c(C)c1
    -2.2, 0.1, -9.8, -0.1
CN1C(=O)C(=Cc2cccc([N+](=O)[O-])c2)C(=O)N(C)C1=O
    1.4, 0.0, -18.3, -1.0
CN(C)C(=O)c1ccc(Cn2nc(C(=O)NCCOc3ccccc3)c3ccccc32)cc1
    -4.6, 0.2, -4.2, -0.1
CCN1C(=O)NC(=O)/C(=C\c2cn(CC(=O)O)c3ccccc23)C1=O
    -7.8, 0.6, 10.3, -0.4
CCOc1ccccc1N1C(=O)CC(=O)NC1=O
    4.4, 0.9, 0.8, 0.0
O=C1/C(=C\c2ccc(OCc3ccccc3)cc2)N2CCC1CC2
    -22.7, -0.1, 17.6, -0.1
COc1cccc(CN2CCN(c3ccccc3)CC2)c1
    5.2, -0.6, 34.9, -0.2
C/C=C/c1ccc2c(c1)OCO2
    -1.4, -2.1, 20.4, 0.1
CC1CCCCC1NC(=O)c1cn(C(C)c2ccc(F)cc2)nn1 (stereo not given)
    -3.8, 0.1, -5.9, 0.0
COc1cc(OC)c2c(c1)O[C@@H](c1ccc(OC)c(OC)c1)[C@H](O)C2
    0.6, 2.3, 2.4, -0.1
C[C@@H]1O[C@H](C[N+](C)(C)C)CS1
    2.7, 0.2, -8.0, 0.1
CC(C)(C)NC(=O)Cn1cc(C(=O)c2ccccc2F)c2ccccc21
    -3.6, -0.9, -6.0, 0.0
COc1ccc(OC)c(CCNCc2cc3sccc3n2C)c1
    -10.4, 0.1, 11.8, -0.1
CCCC12CN3CCN(CC(C3)/C1=N\NC(=O)c1ccncc1)C2
    10.9, 1.8, 6.6, 0.1

One compound at a time, from the list above. Order of values: TEAD-YAP block | GPR151 ag | MITF inh | FBW7 act
Listed for O=C1/C(=C\c2ccc(OCc3ccccc3)cc2)N2CCC1CC2 : -22.7 | -0.1 | 17.6 | -0.1
Listed for COCC(C)N1Cc2ccccc2C1=N (stereo not given) : 4.9 | -0.9 | -5.7 | -0.1
Listed for N#CC1=C(N)Oc2c(c(=O)oc3ccccc23)C1c1cccc(OCc2ccccc2)c1 (stereo not given) : 8.4 | 0.5 | 1.3 | -0.1
Listed for O=C(Cc1ccccc1)N1CCN(Cc2ccc([N+](=O)[O-])cc2)CC1 : 7.8 | -0.2 | 49.5 | -0.1
Listed for CCN(CC)S(=O)(=O)c1ccc(N=Cc2c(O)n(-c3ccccc3)c(=O)[nH]c2=O)cc1 : -3.0 | -0.2 | -22.7 | 0.1

Following part.
Second line of a record – TEAD-YAP block, GPR151 ag, MITF inh, FBW7 act
COc1ccc(C(CN)CC(=O)O)cc1 (stereo not given)
    -6.8, -0.2, -10.4, -0.1
CCN(CC)CCC#CC(O)(c1ccccc1)C1CCCCC1 (stereo not given)
    7.2, -0.1, 7.7, 0.1
CN1C2C=C(N(C(=O)c3ccccc3)c3ccccc3)CC1CC2 (stereo not given)
    -9.9, 0.5, 13.8, 0.0
Cc1nc2n(CCN3CCOCC3)c3ccccc3n2c1C(=O)c1cccs1
    3.0, 0.1, -1.1, 0.0
C=CCN1C(=O)C2(C(C(=O)OC(C)C)=C(C)OC(N)=C2C(=O)OCC)c2ccccc21 (stereo not given)
    3.1, -0.8, 6.7, 0.2
CC12CCCCC1CCC1C2CCC2(C)C(O)/C(=C/c3cccc(Br)c3)CC12 (stereo not given)
    1.7, -0.2, 3.0, 0.0
O=c1c2ccccc2nc(/C=C/c2cccc(Br)c2)n1-c1ccccc1
    -6.3, 0.2, -2.4, -0.1
O=C1NC(=O)C(=Cc2ccc(SC3CCCCC3)o2)C(=O)N1
    -1.2, 1.7, -3.6, -1.3
O=C1NC(=S)N(c2ccc(Cl)cc2)C(=O)/C1=C/c1ccco1
    17.1, -0.6, 32.9, 0.0
O=C(Nc1cccc(F)c1)c1c(O)c2c(n(Cc3ccco3)c1=O)CCCC2
    4.5, -0.3, 4.7, 0.0
O=C(c1ccc2c(c1)ncn2C1CCCCCC1)N1CCC2(CC1)OCCO2
    -11.3, 0.0, -0.5, 0.1
CCOc1ccc(C2SCC(=O)Nc3c2c(=O)[nH]n3C(C)C)cc1 (stereo not given)
    -8.3, 1.6, 0.9, -0.2
O=C1NC(=O)C(=Cc2cccc(OC(F)(F)C(F)F)c2)C(=O)N1
    -0.7, -0.3, 19.2, 0.0
CCOc1ccc(CN(CCc2ccc3c(c2)OCO3)Cc2cccc(Cl)c2)cc1
    -0.5, 1.2, 19.4, 0.0
CN(C)c1ccc(/C=C/c2nc3ccccc3c(=O)n2-c2ccc(Br)cc2)cc1
    13.0, 0.4, -20.4, 0.1
CN(CCO)c1ccc([N+](=O)[O-])c2nonc12
    3.7, 0.0, 28.4, 0.7
CCOC(=O)C[n+]1ccc(-c2cc[n+](CC(=O)OCC)cc2)cc1
    9.7, 1.4, 0.6, 0.0
CCOc1ccc(N2C(=O)NC(=O)/C(=C\c3ccc(N4CCOCC4)cc3C)C2=O)cc1
    0.8, -1.2, 11.7, 0.0
O=C1NC(=O)C(CCc2ccccn2)(CCc2ccccn2)C(=O)N1Cc1ccccc1
    -4.1, 1.5, 0.1, -0.1
COc1cccc(CNCCc2ccc(Cl)cc2)c1
    3.5, 0.2, 12.4, -0.1
CCC(C)[C@H]1O[C@]2(C=C[C@@H]1C)C[C@@H]1C[C@@H](C/C=C(\C)[C@@H](OC3C[C@H](OC)C(O[C@H]4C[C@H](OC)[C@@H](O)[C@H](C)O4)[C@H](C)O3)[C@@H](C)/C=C/C=C3\CO[C@@H]4[C@H](O)C(C)=C[C@@H](C(=O)O1)[C@]34O)O2 (stereo not given in full)
    9.8, 1.4&-2.2, 13.2&19.8, 0.4&0.0
OC(Nc1nc2ccccc2s1)C(Cl)(Cl)Cl (stereo not given)
    14.2, 1.8, -0.9, 0.1
CCCCCCOc1ccc(C=C2C(=O)NC(=S)NC2=O)cc1
    13.0, 0.8, 14.6, 0.2
Cc1cccc(-n2c(/C=C/c3cccc4ccccc34)nc3ccccc3c2=O)c1
    5.6, -1.9, -3.1, -0.2
CS(=O)(=O)OC1CSCC1NC(=O)c1ccccc1 (stereo not given)
    9.1, 1.3, 4.0, -0.1
Cc1ccc(C(O)(C(=O)NN(C(=O)CCN(C)C)c2ccccc2)c2ccc(C)cc2)cc1
    17.2, 1.1, -7.5, -0.1
O=C1NC(=O)C(=Cc2ccc(N(CCCl)CCCl)cc2)C(=O)N1
    16.9, -0.8, 10.5, -0.9
Cc1ccc(-n2c(/C=C/c3cccc(O)c3)nc3ccccc3c2=O)cc1
    14.2, -2.4, -6.3, 0.0
NC(N)=NC(N)=NCCc1c[nH]c2ccccc12
    -8.6&1.9, -0.5&-1.4, -3.9&2.2, -0.2&-0.2
CC(CO)NC(=O)C1C=C2c3cccc4[nH]cc(c34)C[C@H]2N(C)C1 (stereo not given in full)
    10.4&-0.2, -1.7&-1.1, 23.3&-3.1, -0.3&-0.1

Individual results from the list:
Reading for Cc1ccc(-c2cc(C(=O)N3CCC4(CC3)OCCO4)no2)cc1 in FBW7 act: 0.0
Reading for CCOc1ccccc1N1C(=O)CC(=O)NC1=O in TEAD-YAP block: 4.4

(more compounds)
Short forms: A = TEAD-YAP block; B = GPR151 ag; C = MITF inh; D = FBW7 act
> CCN=C1Sc2nc3ccc(C)cc3cc2CN1CCOC
  A = 4.9; B = 0.3; C = 1.0; D = -0.1
> COc1ccc2c(c1)c(C(=O)N1CCN(C)CC1)c(C)n2C
  A = -6.8; B = -0.1; C = 7.7; D = -0.2
> O=C1OC(c2cncc(Br)c2)=N/C1=C\c1cccs1
  A = -0.3; B = -1.2; C = 3.6; D = 0.1
> CC(C)=CCCC(C)CCN1CC2CC(C1)c1cccc(=O)n1C2 (stereo not given)
  A = -5.7; B = 0.8; C = 3.3; D = 0.0
> O=C1NC(=S)NC(=O)C1=Cc1ccc(-c2ccc(C(=O)O)c(O)c2)o1
  A = -7.0; B = -0.1; C = 81.9*; D = -0.3
> CCOc1cc(CN2CCN(CC)CC2)ccc1O
  A = 10.6; B = -1.5; C = 57.1*; D = 0.0
> Cc1ccc(-c2nn(-c3ccccc3)cc2C=C2C(=O)NC(=S)NC2=O)o1
  A = -31.4; B = 0.4; C = 2.1; D = -0.1
> COc1cccc(CN2CCN(C)CC2)c1
  A = -0.9; B = 2.4; C = 14.1; D = 0.6
> O=C(N/N=C/c1ccc([N+](=O)[O-])o1)c1cc([N+](=O)[O-])cc([N+](=O)[O-])c1O
  A = -7.1; B = 1.1; C = -6.1; D = 0.6
> CCOC(=O)C1=C(N)Oc2c(c(=O)oc3ccccc23)C1c1cccc(Cl)c1 (stereo not given)
  A = -2.2; B = -1.6; C = 1.3; D = 0.0
> O=[N+]([O-])c1ccc(N2CCN(Cc3c(F)cccc3F)CC2)cc1
  A = -6.3; B = 0.6; C = 62.7*; D = -0.2
> Cc1cccc(C)c1NC(=O)CCC(=O)Nc1ccc(Cl)cc1C(=O)c1ccccc1
  A = 3.3; B = 1.0; C = 9.2; D = 0.1
> Cc1cccc(-n2c(C)nc3cc(C(=O)N4CCC5(CC4)OCCO5)ccc32)c1
  A = -5.8; B = -0.8; C = -7.9; D = -0.1
> CCOc1ccc(C(C)=O)cc1Cn1ccsc1=N
  A = -0.5; B = 1.3; C = 1.4; D = -0.1
> Cc1cc(C=C2C(=O)NC(=S)NC2=O)c(C)n1C
  A = 7.5; B = -2.1; C = 29.5; D = -0.3
> CCc1c(C(=O)NCc2ccccn2)c(=O)cc(C)n1Cc1ccc(C)o1
  A = -3.6; B = 0.3; C = 3.0; D = -0.1
> Cc1cccc(-n2c(/C=C/c3ccccc3O)nc3ccccc3c2=O)c1
  A = 19.0; B = 0.8; C = 2.1; D = 0.0
> COc1ccc(CN2CCN(C(C)C)C(CCO)C2)c(OC)c1 (stereo not given)
  A = 10.9; B = 2.0; C = -1.7; D = 0.1
